Screening results (PubChem BioAssay)
PglD DTNB = inhibitors of Campylobacter jejuni PglD acetyltransferase | purified PglD enzyme, DTNB colorimetric CoA detection | AID 602405 | 0.098% of 360,000 active | inhibition, % at 12.5 µM; in the data active means inhibition above about 16%, passing the limit was not always enough; inconclusive means no clear call, values can overlap the other calls; further: strong numbers were not always called active
LGR2 antag = Drosophila LGR2 receptor signaling inhibition | HEK293 LGR2, CRE-luciferase, bursicon-stimulated, 4 h | inhibition, % at 9.99 µM | 0.35% of 380,000 active | AID 720647;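 active means drop in luminescence signal, shown as inhibition above about 50% in the replicate tests, limit read from the data, passing the limit was not always enough; inconclusive means probably only some replicates passing the limit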;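 further: agonist challenge used bursicon conditioned medium at about half maximal strength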
FN deposit inh = fibronectin deposition inhibition; AH1F fibroblasts, Alexa488-fibronectin deposition fluorescence, overnight; 0.086% of 350,000 active; inhibition, % at 12.6 µM;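 active means mean inhibition across replicates of 30% or more, regardless of how many single replicates reach that level; inconclusive means mean under 30% yet at least half of replicates reach 30%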;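 further: positive control wells lacked labelled fibronectin entirely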
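Material: AH1F fibroblast monolayer depositing Alexa488-labelled fibronectin into matrix / Amount: 10000 AH1F cells per well / Signal: fluorescence 485/525 nm / Medium: DMEM, 2% serum / Compound: single dose, pinned / Incubation: 1 h cell adhesion before compound, then overnight fibronectin incubation / Reagent: Alexa488-FN, 24 nM final / Read-out: inhibition of fibronectin deposition signal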
ERAP1 inh = ERAP1 (human) enzyme inhibition; AID 652197; recombinant ERAP1, Leu-AMC fluorescence, 60 min; inhibition, % at 10.7 µM; 0.15% of 340,000 active; Q9NZ08;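 active means mean replicate inhibition of at least 30%, or all replicates individually reaching that 30% level; inactive means mean below 30% and not every replicate reaching it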;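 further: 0% = neutral control wells and 100% = L-leucinethiol positive control wells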
Target sequence (Q9NZ08 whole entry, looked up): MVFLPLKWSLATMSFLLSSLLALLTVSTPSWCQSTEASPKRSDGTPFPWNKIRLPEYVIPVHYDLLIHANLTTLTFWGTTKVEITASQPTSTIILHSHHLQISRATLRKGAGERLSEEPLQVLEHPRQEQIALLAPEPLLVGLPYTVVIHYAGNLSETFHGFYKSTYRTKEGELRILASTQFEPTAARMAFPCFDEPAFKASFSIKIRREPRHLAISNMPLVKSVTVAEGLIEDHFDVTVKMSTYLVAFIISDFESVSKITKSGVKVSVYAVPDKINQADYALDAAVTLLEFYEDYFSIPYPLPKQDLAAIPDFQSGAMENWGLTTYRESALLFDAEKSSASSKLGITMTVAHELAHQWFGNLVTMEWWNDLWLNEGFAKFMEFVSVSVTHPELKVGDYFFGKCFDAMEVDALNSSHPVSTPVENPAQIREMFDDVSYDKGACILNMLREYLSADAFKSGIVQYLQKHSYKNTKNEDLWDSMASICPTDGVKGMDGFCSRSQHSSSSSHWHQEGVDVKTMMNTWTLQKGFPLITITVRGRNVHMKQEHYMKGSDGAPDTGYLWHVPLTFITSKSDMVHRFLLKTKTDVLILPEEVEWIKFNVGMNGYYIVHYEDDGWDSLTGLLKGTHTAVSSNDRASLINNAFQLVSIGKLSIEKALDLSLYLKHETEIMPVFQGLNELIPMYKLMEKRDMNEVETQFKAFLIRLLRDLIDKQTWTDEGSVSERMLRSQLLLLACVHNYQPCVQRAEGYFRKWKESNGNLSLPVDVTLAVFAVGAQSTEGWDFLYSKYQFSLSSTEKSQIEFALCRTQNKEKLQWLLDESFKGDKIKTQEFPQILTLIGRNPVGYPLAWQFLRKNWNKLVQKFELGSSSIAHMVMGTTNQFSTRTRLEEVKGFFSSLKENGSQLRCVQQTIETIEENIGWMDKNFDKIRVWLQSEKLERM
EWS-Fli block = blocks EWS/Fli oncoprotein-driven transcription. A673 NR0B1-luciferase reporter, viability-normalised. inhibition, % at 12.6 µM. 0.67% of 350,000 active;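 active means mean inhibition of at least 50% after viability correction, with every replicate also passing that limit; inconclusive means mean reaches 50% but only one of two replicates passes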;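 further: firefly luciferase signal divided by Alamar Blue viability fluorescence both relative to DMSO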
PGC1a acetyl inh = PGC1a acetylation modulation, inhibitor mode. U2OS PGC1a acetylation, AlphaScreen anti-acetyl-lysine; with virally co-expressed GCN5 acetyltransferase. inhibition, % at 15.6 µM. 0.17% of 350,000 active. AID 651687;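 active means every replicate shows inhibition of at least 40%; inconclusive means mean inhibition at least 40% but some replicate below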;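 further: 0% = neutral control wells and 100% = positive control wells; some results beyond the cut were filed as inactive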
PAX8 reporter = inhibitors of PAX8 transcriptional activity in RMG-I cells; RMG-I TPO-luciferase reporter, SteadyGlo, 24 h; inhibition, % at 12.6 µM; 1.2% of 360,000 active;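 active means mean replicate inhibition at least 60% with every replicate also reaching 60%; inconclusive means only one of the two criteria is met; inactive means mean below 60% and not all replicates reaching 60%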;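 further: luciferase light reporting Pax8 driven TPO promoter activity; plate controls were median of neutral control wells for no effect and mitoxantrone controls for full effect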
S100A4 MyoIIA = inhibitors of human S100A4 binding to myosin IIA peptide; S100A4/TAMRA-MyoIIA peptide fluorescence polarization; inhibition, % at 10.7 µM; 0.14% of 360,000 active; AID 652163;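 active means mean inhibition of at least 70% across replicates, with every replicate also reaching that level; inconclusive means mean inhibition reaches 70% but some replicates fall short; inactive means mean inhibition below 70%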
Target sequence (P26447 whole entry, looked up): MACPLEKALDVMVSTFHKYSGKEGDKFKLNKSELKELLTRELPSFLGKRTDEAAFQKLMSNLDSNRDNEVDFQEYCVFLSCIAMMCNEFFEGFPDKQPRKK
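Compound dosing: one dose per compound; test system: human S100A4 monomer with TAMRA-labelled myosin IIA peptide; probe or stimulus: TAMRA-labelled myosin IIA heavy-chain peptide probe, 5 nM; medium: HEPES buffer with Ca2+, pH 7.2; schedule: 5 min incubation before reading; benchmarks: neutral control DMSO, positive control TFP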
* hit, by the source's call; ? = inconclusive; · = not tested or not shown; & = joins results of further samples.

| compound | PglD DTNB | LGR2 antag | FN deposit inh | ERAP1 inh | EWS-Fli block | PGC1a acetyl inh | PAX8 reporter | S100A4 MyoIIA |
| --- | --- | --- | --- | --- | --- | --- | --- | --- |
| O=C(C1CC1)N1CC(=O)N2[C@H](C1)[C@@H](c1ccc(C#CC3CCCC3)cc1)[C@@H]2CO | · | 13 | -1 | 0 | -7 | -5 | 7 | 7 |
| Cc1nn(C)c(Cl)c1/C=C/C(=O)O | · | 8 | -6 | -8 | 8 | -15 | 4 | 1 |
| CCOC(=O)Cc1cc(=O)n2[nH]c(-c3ccc(C)cc3)cc2n1 | -1 | -9 | -6 | · | · | 19 | · | · |
| O=C(CNc1ccccc1Cl)c1ccc(Br)cc1 | 2 | 11 | 5 | -1 | 9 | 7 | 12 | -3 |
| COc1ccc(CN2CNc3c(c(=O)n(C)c(=O)n3C)C2)cc1 | 6 | -16 | 0 | -3 | -10 | · | 32 | 0 |
| C[C@@H]1CN([C@H](C)CO)C(=O)CCCn2nncc2CO[C@H]1CN(C)Cc1cccc(C(F)(F)F)c1 | 3&1 | 5&-23 | -1&-7 | 2&0 | -7&-2&0 | 5&3&-4 | -19&10&16 | -3&3 |
| O=C(CC(c1ccccc1)c1cc(Cl)ccc1O)NCCCN1CCOCC1 (stereo unspecified) | 1 | 5 | -6 | -7 | 12 | · | 15 | 7 |
| C=C[C@@]1(C)CC(=O)[C@]2(O)[C@@]3(C)[C@@H](O)CCC(C)(C)[C@@H]3[C@H](OC(C)=O)[C@H](O)[C@@]2(C)O1 | 4 | -21 | · | 2 | 4 | 7 | · | -1 |
| C[C@H](CO)N1C[C@H](C)[C@H](CN(C)S(C)(=O)=O)Oc2ccc(NC(=O)CCCCCC(=O)Nc3ccccc3N)cc2C1=O | · | -24 | · | -3 | 6 | 1 | -11 | -14 |
| CCn1c([N+](=O)[O-])nc2c1c(=O)[nH]c(=O)n2C | -6 | ? | 2 | 0 | 9 | · | 69* | -1 |
| CCOC(=O)N1CCN(C(=O)c2cc3c(=O)[nH]c4ccccc4c3s2)CC1 | -3 | 0 | · | 6 | · | 5 | · | -5 |
| O=C(NC[C@@H]1[C@@H](c2ccccc2)[C@@H](CO)N1Cc1cccnc1)c1ccccn1 | 0 | -1 | 0 | -1 | -16 | 3 | -1 | 12 |
| OC(C#CCCN1CCCCC1)(c1ccccc1)c1ccccc1 | 1 | -19 | 0 | -1 | -1 | 0 | 20 | 2 |
| C[C@@H]1CN([C@@H](C)CO)C(=O)c2cc(NS(=O)(=O)c3cccs3)ccc2O[C@@H](C)CCCCO[C@H]1CN(C)C(=O)Nc1cccc2ccccc12 | -1 | 27 | · | 0 | 4 | · | -1 | 13 |
| Cc1cscc1-c1ccc(C(=O)Nc2c(C)cccc2C)o1 | 6 | 3 | -10 | · | 0 | 5 | 40 | -1 |
| CC(C)(C)NC(=O)C[C@H]1C[C@H](C(=O)N2CCOCC2)[C@@]2(C)c3[nH]c4ccc(Cl)cc4c3CCN2C1=O | 4 | -2 | 4 | -10 | -4 | -8 | 6 | 20 |
| C[C@H]1CN([C@@H](C)CO)C(=O)c2cc(C#CC3CC3)cnc2O[C@@H]1CN(C)C | 0 | -58 | -5 | 0 | -7 | 5 | · | -8 |
| C=C(C)c1sc(-c2ccccc2)nc1C | · | -19 | -2 | -3 | -14 | · | -12 | 0 |
| O=C1CN(S(=O)(=O)c2cc(Cl)ccc2Cl)c2ccccc2N1 | -3 | 17 | -1 | 4 | 9 | · | -13 | -2 |
| COC(=O)C1=C(C)NC(C)=C(C(=O)OC)C1c1ccc(C)o1 | 0 | · | 6 | · | 11 | 21 | 16 | -2 |
| Cc1ccc(S(=O)(=O)Nc2ccc(O)c(S(=O)(=O)c3ccc(C)cc3)c2)cc1 | -1 | 8 | -4 | 5 | -3 | -13 | · | 1 |
| NN=C(c1cccc([N+](=O)[O-])c1)c1cccc([N+](=O)[O-])c1 | -3 | -1 | 2 | 3 | 15 | 4 | 4 | -4 |
| Cc1coc2cc3oc(=O)ccc3cc12 | 1 | -17 | 1 | -7 | 6 | 6 | -23 | 0 |
| CCc1ccc2oc(C(=O)NCC(c3ccc(OC)cc3)N3CCCCC3)c(C)c2c1 (stereo unspecified) | -3 | 20 | -2 | 0 | · | · | -3 | -10 |
| CCCc1ccc(C(=O)NC(=O)c2ccccc2O)cc1 | 4 | · | -5 | 2 | -45 | -11 | -28 | 2 |
| C[C@@H]1CN([C@H](C)CO)C(=O)c2cc(NC(=O)c3ccccc3)ccc2O[C@@H](C)CCCCO[C@@H]1CN(C)Cc1ccc(C(F)(F)F)cc1 | 1 | 18 | · | 1 | 6 | 6 | 91* | -6 |
| COc1ccc(C(=O)N[C@H](C(=O)NCc2ccccc2)C(C)C)cc1 | -5 | 8 | -3 | -2 | -2 | -26 | -7 | 2 |
| CCC(=O)Nc1ccc2c(c1)C(=O)N(C)C[C@@H](OC)[C@@H](C)CN(CC1CCOCC1)[C@@H](C)CO2 | 9 | -11 | · | · | -2 | 0 | -16 | · |
| O=C(c1ccc(F)cc1)N1CC(=O)N2[C@H](C1)[C@H](c1ccc(/C=C/c3ccccc3)cc1)[C@@H]2CO | · | -7 | · | · | 4 | 0 | 69* | 5 |
| C[C@@H]1CN([C@H](C)CO)S(=O)(=O)c2ccc(-c3ccccc3)cc2O[C@@H]1CN(C)S(=O)(=O)c1ccccc1F | -3 | 23 | · | -1 | 10 | -5 | 55 | -8 |
| CCCCSc1nnc(CCNC(=O)OC(C)(C)C)o1 | -5 | 1 | -6 | 3 | -2 | 14 | -1 | 1 |
| COc1ccc2c3c([nH]c2c1)[C@@H](CO)N(C(=O)c1ccncc1)CC31CCN(C(=O)c2ccncc2)CC1 | · | -6 | · | -1 | -1 | 10 | · | 8 |
| CN(C)C(=O)c1ccc(-c2ccc([C@@H]3[C@@H](CO)N4CCCCN(C(=O)C5CC5)C[C@H]34)cc2)cc1 | -4 | -5 | · | 5 | -9 | 1 | -1 | 3 |
| C[C@H](CO)N1C[C@H](C)[C@@H](CN(C)Cc2ccc(Oc3ccccc3)cc2)Oc2ccc(NC(=O)CCCN(C)C)cc2C1=O | -8 | -17 | · | 1 | · | -2 | -4 | -5 |
| O=C(C[C@H]1CC[C@H](NS(=O)(=O)c2ccc(F)cc2)[C@@H](CO)O1)NCc1ccc(Cl)c(Cl)c1 | 4 | -1 | · | 0 | -3 | 7 | 18 | -1 |
| COc1ccc(C(=O)NCC(C)(C)CNC(=O)c2ccc(OC)cc2)cc1 | · | 2 | 2 | · | 3 | -6 | -5 | -6 |
| Cc1ccc(/C=C(\NC(=O)c2ccccc2)C(=O)N2CCCCC2)cc1 | 6 | -4 | -2 | -1 | -15 | · | -2 | -17 |
| CC(=O)c1cccc(NC(=O)CN2C(=O)c3ccccc3C2=O)c1 | -2 | 11 | 3 | 2 | 9 | 6 | -19 | 1 |
| COCC(=O)N(C[C@@H]1N[C@@H](CO)[C@H]1c1ccc(C2=CCCCC2)cc1)C(C)C | 0 | -3 | -1 | 0 | -12 | -11 | -1 | -3 |
| COc1cccc(C2CC(C(F)(F)F)n3ncc(C(=O)NC(C)(C)C)c3N2)c1 (stereo unspecified) | -2 | · | -6 | · | · | 9 | 3 | · |
| O=C(Nc1ccccc1C(F)(F)F)N1CCN(c2ccc3nncn3n2)CC1 | -5 | 5 | · | 3 | -12 | -6 | · | -3 |
| O=c1oc(-c2ccccc2)cc2ccccc12 | 10 | 5 | · | 11 | -110 | -12 | · | 5 |
| CCOCCCN1C(=O)CN(C2CCCCC2)C(=O)C1c1ccc(OC)c(OC)c1 (stereo unspecified) | 2 | 1 | · | -1 | 11 | -8 | · | 7 |
| COc1ccccc1Cc1c(-c2ccc(C)cc2)nc2ccc(C)cn12 | · | -17 | 1 | -2 | -38 | · | -96 | -1 |
| Nc1cccnc1Oc1ccccc1F | -4 | · | -2 | -2 | -14 | 10 | 0 | -4 |
| COc1ccc(-c2c3c(=O)n(C)c(=O)n(C)c3cn2-c2ccccc2O)cc1 | -3 | -5 | -8 | 1 | 8 | 11 | 18 | -2 |
| Cc1c(-c2ccc(F)cc2)nc(N)c(C#N)c1-c1cccnc1 | -8 | -1 | 3 | · | 2 | -15 | -1 | 0 |
| COc1ccc(CCNS(=O)(=O)c2ccc3c(c2)CC(C)N3C(=O)C2CC2)cc1OC (stereo unspecified) | 1 | -8 | 5 | -6 | 0 | 1 | 0 | -5 |
| CCOC(=O)c1c(C)[nH]c(O)c1C=Nc1ccccc1 | 1 | · | -1 | · | · | 8 | -2 | · |
| C[C@H](c1ccccc1)n1nnc(COCc2ccccc2)c1C#CCOCc1ccccc1 | 5 | · | -1 | 1 | -1 | -4 | -12 | 1 |
| COc1ccc(N2CCN(C(=O)CN(Cc3ccccc3)S(C)(=O)=O)CC2)cc1 | · | -3 | · | 9 | 6 | · | · | 0 |
| CC(NCC(=O)Nc1cc(Cl)cc(Cl)c1)c1ccccc1 (stereo unspecified) | -2 | -6 | -14 | -3 | 6 | -6 | -12 | -9 |
| CCN(CC)C(=O)CC(c1ccc2c(c1)OCO2)c1c(OC)cc(OC)c2c(-c3ccccc3)cc(=O)oc12 (stereo unspecified) | 0 | -9 | -26 | · | 0 | · | -7 | -3 |
| CC(C)C(OC(=O)c1nsc(Cl)c1Cl)C(=O)NCC1CCCO1 (stereo unspecified) | -1 | 15 | 5 | 4 | 0 | · | -16 | -5 |
| CCCc1c(C(=O)N/N=C/c2cccc(OCc3ccc(F)cc3)c2)nnn1-c1nonc1N | 4 | 1 | 11 | 1 | -2 | -2 | -2 | 0 |
| Cc1cc(SCC#N)n2nc(C)c(-c3ccccc3)c2n1 | 0 | -6 | 5 | 7 | · | 1 | 6 | -2 |

Further compounds.
| compound | PglD DTNB | LGR2 antag | FN deposit inh | ERAP1 inh | EWS-Fli block | PGC1a acetyl inh | PAX8 reporter | S100A4 MyoIIA |
| --- | --- | --- | --- | --- | --- | --- | --- | --- |
| C[C@H](CO)N1C[C@H](C)[C@@H](CN(C)Cc2ccc(-c3ccccc3)cc2)Oc2ccc(NS(=O)(=O)c3ccc(F)cc3)cc2CC1=O | · | 3 | · | · | 12 | 2 | 76* | · |
| C#CCOCCOCCOCCNc1nc(N2CCN(C(=O)[C@H](CCC(=O)O)n3cc([C@@H](N)[C@H](C)CC)nn3)CC2)nc(N2CCN(C(=O)[C@H](CCC(=O)O)n3cc([C@@H](N)CC(N)=O)nn3)CC2)n1 | 3 | 10 | 3 | -4 | 5 | 3 | 3 | -9 |
| Cc1cc(C)cc(CN2CCC(Oc3ccc(C(=O)N4CCCC4)cc3)CC2)c1 | 1 | 18 | -3 | 3 | · | -18 | 10 | 6 |
| CCCC(=O)Nc1cccc(S(=O)(=O)N(C)c2ccccc2)c1 | 0 | -8 | 0 | · | · | 2 | 6 | · |
| Cc1cc(=O)[nH]c2ccc(S(=O)(=O)NCc3ccccc3)cc12 | 3 | -6 | · | 1 | 8 | · | 19 | 1 |
| Cc1cccc(N2C(=O)CC(Sc3nc(C)c4c(n3)CCCC4)C2=O)c1 (stereo unspecified) | -4 | -1 | 2 | · | · | 12 | · | · |
| Oc1ccc(Br)cc1Cn1nnc2ccccc21 | -9 | -2 | -1 | 2 | 3 | 5 | 7 | -4 |
